High-throughput results deposited in PubChem BioAssay by National Center for Advancing Translational Sciences (NCATS).
APEX1 inh: inhibitors of human APE1 endonuclease. recombinant APE1, TAMRA/BHQ-2 abasic DNA cleavage fluorescence. actives 0.35% (n = 350,000). Potency, µM (highest dose often 65.8 µM), for inactives: at the highest dose activity change, negative = inhibition, most hits filed as inhibitors. P27695;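 also: plate controls were vehicle for no effect and reference inhibitor for full effect; nearly all actives have a fitted effect of over 55% in size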
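Incision of a quenched TAMRA/BHQ-2 THF abasic-site duplex (50 nM) by 0.75 nM APE1, after 15 min compound preincubation, measured as fluorescence increase over three 60 s reads. Values normalized to buffer, DMSO and NSC13755 control wells.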
Pol kappa inh: DNA polymerase kappa (human) inhibition | Potency, µM (series often up to 107 µM), inactives show at the highest dose activity, negative = inhibition, actives largely listed as inhibitors | actives 0.53% (n = 400,000) | AID 588579 | purified Pol kappa, fluorescent DNA synthesis assay, 10 min; also: % is scaled to controls: 0 for no effect and ±100 for the full control effect
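Kinetic fluorescence screen: compound preincubated 15 min RT with 10 nM enzyme; 50 nM substrate (final) initiates; reads at 0/10 min.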
G9a block: G9a (human) methyltransferase inhibition. Q96KQ7. G9a H3K9 monomethylation, AlphaScreen, 2 h. Potency, µM (doses to about 102 µM), for inactives: at the highest dose activity, negative = inhibition, usual class: inhibitors. actives 8.8% (n = 350,000); also: % is scaled to controls: 0 for no effect and ±100 for the full control effect; nearly all actives have a fitted effect of over 75% in size
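Using a bead-based AlphaScreen, monomethylated H3K9 product from 2 h room-temperature reactions (G9a 20 nM, peptide 500 nM, SAM 20 uM) was detected with 0.5 ug/mL rabbit anti-H3K9me1 antibody.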
JMJD2A Tudor: JMJD2A Tudor domain (human) inhibition; O75164; AlphaScreen JMJD2A-Tudor / H3K4me3 peptide binding; Potency, µM (titrated, usually from 114 µM), without a hit: at the top dose activity change, negative = inhibition, usual class: inhibitors; actives 4.4% (n = 390,000); AID 504339; also: % is scaled to controls: 0 for no effect and ±100 for the full control effect; nearly all actives have a fitted effect of over 50% in size
BAZ2B inh: BAZ2B (human) inhibition. actives 4.4% (n = 360,000). AID 504333. Q9UIF8. Potency, µM (series often up to 114 µM), for the others: top-dose activity change, negative = inhibition, hits mostly inhibitors. AlphaScreen BAZ2B-H3K14Ac peptide displacement; also: % is scaled to controls: 0 for no effect and ±100 for the full control effect; nearly all actives have a fitted effect of over 60% in size
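BAZ2B (50 nM) with biotin-H3(5-23)K14Ac peptide (50 nM) in PBS pH 7.4, 0.01% Tween-20, preformed 30 min, then compound 30 min at room temperature; top concentration 110uM. AlphaScreen streptavidin donor/nickel chelate acceptor beads (10 ug/mL final), 20 min dark, signal read.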
Pol iota inh: DNA polymerase iota (human) inhibition. Potency, µM (highest dose often 115 µM), for inactives: top-dose activity, negative = inhibition, hits mostly inhibitors. Q9UNA4. AID 588590. Pol iota fluorescent replication assay, 10 min. actives 1% (n = 390,000)
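Fluorescent replication assay read twice, at 0 min and 10 min after adding 50 nM (final) substrate. Enzyme (10 nM) and compounds were first incubated 15 min at room temperature; enzyme-free buffer wells were negative controls.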
BLM inh: inhibitors of human Bloom syndrome helicase BLM; recombinant BLM DNA unwinding, fluorescence dequenching; P54132; Potency, µM (highest dose often 56.1 µM), for inactives: top-dose activity change, negative = inhibition, most hits filed as inhibitors; actives 0.2% (n = 350,000);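 also: plate controls were vehicle for no effect and no enzyme for full effect; nearly all actives have a fitted effect of over 35% in size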
Target sequence (P54132 whole entry, looked up): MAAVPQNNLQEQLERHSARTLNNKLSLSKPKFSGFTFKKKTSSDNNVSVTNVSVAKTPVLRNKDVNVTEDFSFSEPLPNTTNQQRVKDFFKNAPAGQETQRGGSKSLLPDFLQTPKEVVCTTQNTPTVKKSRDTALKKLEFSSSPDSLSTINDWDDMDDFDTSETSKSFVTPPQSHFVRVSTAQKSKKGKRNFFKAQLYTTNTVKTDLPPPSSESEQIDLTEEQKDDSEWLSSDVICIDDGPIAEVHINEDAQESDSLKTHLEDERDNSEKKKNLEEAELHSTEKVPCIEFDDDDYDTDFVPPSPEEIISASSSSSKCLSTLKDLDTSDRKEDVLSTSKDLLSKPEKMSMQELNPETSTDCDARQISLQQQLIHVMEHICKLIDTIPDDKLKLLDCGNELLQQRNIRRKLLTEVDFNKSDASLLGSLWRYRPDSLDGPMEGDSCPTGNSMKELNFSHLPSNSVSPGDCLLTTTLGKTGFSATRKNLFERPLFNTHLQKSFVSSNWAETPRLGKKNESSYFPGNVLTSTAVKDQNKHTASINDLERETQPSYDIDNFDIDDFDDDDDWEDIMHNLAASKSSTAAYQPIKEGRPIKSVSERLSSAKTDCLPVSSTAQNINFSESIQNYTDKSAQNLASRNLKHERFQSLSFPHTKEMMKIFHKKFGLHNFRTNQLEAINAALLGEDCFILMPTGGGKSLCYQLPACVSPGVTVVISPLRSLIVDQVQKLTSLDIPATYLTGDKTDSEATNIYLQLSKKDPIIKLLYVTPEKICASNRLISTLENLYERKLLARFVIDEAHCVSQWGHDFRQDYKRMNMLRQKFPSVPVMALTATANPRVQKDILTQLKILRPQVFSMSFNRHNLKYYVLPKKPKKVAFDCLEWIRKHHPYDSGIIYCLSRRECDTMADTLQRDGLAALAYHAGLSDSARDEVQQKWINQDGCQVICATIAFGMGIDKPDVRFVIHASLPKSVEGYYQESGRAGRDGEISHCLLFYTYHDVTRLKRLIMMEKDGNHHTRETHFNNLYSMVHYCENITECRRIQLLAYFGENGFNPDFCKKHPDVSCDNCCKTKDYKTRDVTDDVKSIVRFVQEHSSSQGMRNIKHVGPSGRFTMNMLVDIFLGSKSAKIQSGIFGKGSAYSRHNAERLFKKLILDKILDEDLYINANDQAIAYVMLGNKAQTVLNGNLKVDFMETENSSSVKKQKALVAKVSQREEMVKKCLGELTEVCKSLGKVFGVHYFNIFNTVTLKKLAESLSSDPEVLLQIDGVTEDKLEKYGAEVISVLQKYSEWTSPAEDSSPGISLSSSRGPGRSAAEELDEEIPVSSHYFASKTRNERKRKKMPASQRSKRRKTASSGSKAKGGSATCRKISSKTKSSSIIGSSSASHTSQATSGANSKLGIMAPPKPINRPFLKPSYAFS
POLB inh: DNA polymerase beta (human) inhibition; Pol beta primer extension/strand displacement, fluorescence kinetic; Potency, µM (titrated, usually from 114 µM), for inactives: at the top dose activity change, negative = inhibition, actives largely listed as inhibitors; actives 1.3% (n = 340,000); also: % is scaled to controls: 0 for no effect and ±100 for the full control effect
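Values derive from four-parameter Hill fits of normalized kinetic data: reads at 0 and 10 min following addition of 50 nM substrate to 10 nM Pol beta preincubated 15 min with compound.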
POLH inh: inhibitors of human DNA polymerase eta; Q9Y253; recombinant Pol eta, fluorescent DNA replication assay; Potency, µM (top dose mostly 114 µM), for inactives: top-dose activity change, negative = inhibition, actives largely listed as inhibitors; actives 1.2% (n = 390,000); AID 588591; also: % is scaled to controls: 0 for no effect and ±100 for the full control effect
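Pol eta at 10 nM preincubated with compounds 15 min at room temperature; reaction started with fluorescent substrate (50 nM final) and read kinetically at 0 and 10 min.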
Starred values were filed as active, the others as inactive; ? = inconclusive; . = no result given; [ ] = another dose, or the depositor's remark. Calls follow the shape of the dose curve; as a rule, active = well fitted curve in the direction sought with a large enough effect; inconclusive = small, poorly fitted or top-dose-only effect, or another doubt; inactive = no such curve, though single readings can be large; an effect the other way counts as inactive or inconclusive. Potency is read from the fitted curve at half-maximal effect. Some of the compounds tested. The share of hits here may be higher or lower than overall.

1	N/C(COc1cc(Cl)cc(Cl)c1)=N\O
2	CCC(=O)OCCNc1cc(Sc2nc3ccccc3[nH]2)c2nonc2c1[N+](=O)[O-]
3	CCOc1ccc(Br)cc1S(=O)(=O)NC1CC(C)(C)NC(C)(C)C1
4	COC(=O)c1ccc(Cl)c(NC(=O)CN(c2ccc3c(c2)OCO3)S(C)(=O)=O)c1
5	O=C(NC(NC(=S)Nc1ccccc1C(=O)O)C(Cl)(Cl)Cl)c1ccco1 (stereo unspecified)
6	COCCN(C(=O)CSc1nnc(-c2ccc(C)c(C)c2)o1)c1c(N)n(CC(C)C)c(=O)[nH]c1=O
7	COc1c2ccoc2nc2c(OC)c(OCC(OC(C)=O)C(C)(C)O)ccc12 (stereo unspecified)
8	Cn1cnnc1SCC(=O)N1CCN(C(=O)c2ccco2)CC1
screen / no.	1	2	3	4	5	6	7	8
APEX1 inh	-1%	?	29%	-2%	0%	15%	2%	-10%
Pol kappa inh	0%	-23%	-1%	-2%	-23%	7%	12%	-2%
G9a block	-24%	8.9µM*	-12%[59 µM]	-5%[59 µM]	10µM*	79µM*	16%[59 µM]	35µM*
JMJD2A Tudor	3%	79µM*	-11%	-15%	79µM*	-11%	-7%	-8%
BAZ2B inh	-2%	-34%	-24%	-7%	-2%	-3%	-2%	-32%
Pol iota inh	69%[activator]	?	-6%	0%	2%	67%[activator]	21%	25%
BLM inh	-3%	-4%	-5%	-5%	2%	.	0%	1%
POLB inh	-1%	-16%	9%	-20%	?	.	26%	1%
POLH inh	-19%	?	-9%	-17%	-1%	-17%	-3%	-4%

9	COc1ccc(-c2nnc(Nc3nc4c(OC)cccc4s3)o2)cc1
10	Cc1ccc(CN2C(=O)C3CCCN3c3ccc(S(=O)(=O)N4CCOCC4)cc32)cc1 (stereo unspecified)
11	Cc1ccc(O)c(-c2cc(C(F)(F)F)[nH]n2)c1
12	CO/N=C(\C)C(Cc1ccc(Cl)nc1)Cc1ccc(Cl)nc1
13	Cc1ccc(SCc2cc(=O)n3ccsc3n2)c(C)c1
14	O=C(C=Cc1ccco1)c1ccco1
15	CN1CCC(OC(=O)c2ccc(Cl)cc2Cl)CC1
16	COc1ccc(/C=C/C(=O)OCC(=O)NC2CCCCCC2)cc1OC
screen / no.	9	10	11	12	13	14	15	16
APEX1 inh	-2%	-8%	12%	-5%	-2%	.	0%	30%
Pol kappa inh	35µM*	.	-8%	-5%	.	?	-6%	-22%
G9a block	24%[59 µM]	13µM*	?	24%	29%[59 µM]	.	-10%	.
JMJD2A Tudor	?	.	28%	-13%	.	-21%	-10%	-26%
BAZ2B inh	10%	-6%	7%	11%	-32%	.	-4%	.
Pol iota inh	?	.	8%	12%	.	?	0%	89µM*
BLM inh	?	-4%	-7%	-2%	-6%	.	-3%	.
POLB inh	32µM*	24%	11%	12%	28µM*	.	25%	.
POLH inh	79µM*	.	-3%	-2%	.	-1%	-24%	?

Some of these compounds in order of count of non-hydrogen atoms, rising:
14	O=C(C=Cc1ccco1)c1ccco1
11	Cc1ccc(O)c(-c2cc(C(F)(F)F)[nH]n2)c1
15	CN1CCC(OC(=O)c2ccc(Cl)cc2Cl)CC1
13	Cc1ccc(SCc2cc(=O)n3ccsc3n2)c(C)c1
12	CO/N=C(\C)C(Cc1ccc(Cl)nc1)Cc1ccc(Cl)nc1
9	COc1ccc(-c2nnc(Nc3nc4c(OC)cccc4s3)o2)cc1
10	Cc1ccc(CN2C(=O)C3CCCN3c3ccc(S(=O)(=O)N4CCOCC4)cc32)cc1 (stereo unspecified)
screen / no.	14	11	15	13	12	9	10
APEX1 inh	.	12%	0%	-2%	-5%	-2%	-8%
Pol kappa inh	?	-8%	-6%	.	-5%	35µM*	.
G9a block	.	?	-10%	29%[59 µM]	24%	24%[59 µM]	13µM*
JMJD2A Tudor	-21%	28%	-10%	.	-13%	?	.
BAZ2B inh	.	7%	-4%	-32%	11%	10%	-6%
Pol iota inh	?	8%	0%	.	12%	?	.
BLM inh	.	-7%	-3%	-6%	-2%	?	-4%
POLB inh	.	11%	25%	28µM*	12%	32µM*	24%
POLH inh	-1%	-3%	-24%	.	-2%	79µM*	.

Additional results
17	Cc1c(C(=O)Nc2c(F)cccc2F)sc2ncnc(N3CCN(c4ccccc4)CC3)c12
18	Cc1ccc(S(=O)(=O)CCC(=O)OCC(=O)NCc2ccc(Cl)cc2)cc1
19	COc1ccc(C2(c3ccc(OC)cc3)NC(=O)N(CC(=O)Nc3ccccc3C(F)(F)F)C2=O)cc1
20	O=C(Cn1ncc2c(=O)oc3ccccc3c21)NCc1ccccc1Cl
21	COCCCNC(=O)N1c2ccccc2Sc2ccccc21
22	O=C(COC(=O)c1cc(Cl)nc(Cl)c1)NCCc1ccc(F)cc1
23	CSc1ccc(CCNC(=O)CCc2nnc3ccc(NCCCN4CCCC4=O)nn23)cc1
24	O=C(c1ccc(NC2=NC3CS(=O)(=O)CC3S2)cc1)N1CCN(Cc2ccccc2)CC1 (stereo unspecified)
screen / no.	17	18	19	20	21	22	23	24
APEX1 inh	15%	-3%	-18%	.	56%[activator]	20%	44%	9%
Pol kappa inh	-17%	8%	-7%	-6%	-12%	3%	7%	-14%
G9a block	3%	-1%	79µM*	-21%[59 µM]	10%	.	10%	3%
JMJD2A Tudor	-30%	-7%	-27%	-19%	-7%	3%	-13%	-8%
BAZ2B inh	-13%	-2%	-4%	-13%	-26%	.	-16%[57.1 µM]	9%
Pol iota inh	2%	37%[activator]	-9%	-6%	-24%	4%	9%	7%
BLM inh	-9%	-2%	1%	-9%	-4%	.	3%	-4%
POLB inh	10%	2%	19%	6%	?	.	-3%	16%
POLH inh	-21%	-7%	?	4%	-17%	-2%	-4%	1%

25	O=C(O)c1ccccc1C(=O)NC1Cc2ccccc2C1
26	C=CCN1C(=O)/C(=C2/Sc3ccc(OC)cc3N2C)SC1=Nc1ccccc1
27	O=[N+]([O-])c1ccc2c(c1)nc1n2CCN(CC2CCCO2)C1 (stereo unspecified)
28	Cc1cc(C)cc(OCC(=O)NCC2(N3CCOCC3)CCCCC2)c1
29	N#CCCN(C(=O)COC(=O)CCc1ccccc1)c1ccccc1
30	Cc1cccc(CCNC(=O)c2cc3c(s2)-c2c(C)cccc2OC3)c1
31	COc1ccc(C(=O)Nc2ccc(CN3CCCCC3)cc2)cc1
32	Cc1ccc(CO/N=C/c2c(O)cc(C)oc2=O)cc1
screen / no.	25	26	27	28	29	30	31	32
APEX1 inh	?	1%	-1%	.	24%	.	-1%	-9%
Pol kappa inh	6%	-21%	-5%	-1%	-3%	-6%	-6%	-8%
G9a block	-21%	-10%	-21%[59 µM]	1%[59 µM]	12%	4%[59 µM]	11%	32µM*
JMJD2A Tudor	-14%	-17%	-11%	6%	0%	-4%	-6%	?
BAZ2B inh	-16%	-4%	-13%	-38%	-14%	-7%	-15%	?
Pol iota inh	-6%	19%	18%	-11%	57%[activator]	15%	32%[activator]	1%
BLM inh	-3%	-3%	-12%	-2%	-3%	-13%	-4%	-7%
POLB inh	0%	-1%	-18%	-1%	1%	?	-25%	23%
POLH inh	7%	-13%	4%	5%	-25%	-11%	-9%	-5%

33	Cc1cc(S(=O)(=O)Nc2ccc(C(=O)NCC(c3ccco3)N(C)C)cc2)ccc1F (stereo unspecified)
34	O=C(CCn1c(=O)oc2ccccc21)N(Cc1ccccc1)c1ccccc1
35	CC(=O)c1ccccc1Oc1cc(NN2CCCCC2)c([N+](=O)[O-])cc1[N+](=O)[O-]
36	O=C(O)c1ccc(COc2c(F)c(F)cc(F)c2F)o1
37	O=C(Nc1ccccn1)c1cc(-c2cccnc2)nc2ccc(Br)cc12
38	CS(=O)(=O)N(CC(=O)Nc1ccc2c(c1)OCO2)c1ccccc1
39	NC1=NC(c2ccccc2)=NC1(NC(=O)c1ccccc1)C(Cl)Cl (stereo unspecified)
40	COc1ccc(Cc2nc3ccc(C(=O)NCc4ncc(C)[nH]4)cc3o2)cc1OC
screen / no.	33	34	35	36	37	38	39	40
APEX1 inh	8%	-8%	-24%	?	4%	?	12%	3%
Pol kappa inh	-8%	-8%	?	-5%	-3%	-6%	10%	-5%
G9a block	11%[0.501 µM]	24%	28µM*	?	24%[59 µM]	9%[59 µM]	-1%[59 µM]	.
JMJD2A Tudor	-12%	-3%	?	?	-20%	-8%	-21%	?
BAZ2B inh	-6%	0%	32µM*	-5%	-4%	.	0%	-13%
Pol iota inh	29%	-8%	?	?	19%	-11%	35%[activator]	-20%
BLM inh	.	-4%	-4%	0%	-21%	-2%	-2%	3%
POLB inh	.	5%	?	-1%	?	-24%	32%	-2%
POLH inh	-27%	?	?	45µM*	?	11%	3%	0%

41	OC(CNC1Cc2ccccc2C1)COc1ccc(F)cc1 (stereo unspecified)
42	O=C(O)c1ccccc1C(=O)Nc1ccc(Oc2cccc(C(F)(F)F)c2)nc1
43	O=C(CN1CCCC1)Nc1ccc(OCc2ccccc2)cc1
44	CCCc1cc(=O)oc2c(C)c(OCC(=O)NCCN3CCOCC3)ccc12
screen / no.	41	42	43	44
APEX1 inh	0%	-1%	0%	3%
Pol kappa inh	-7%	2%	-15%	-8%
G9a block	.	?	?	-7%
JMJD2A Tudor	-4%	-8%	-13%	-14%
BAZ2B inh	-3%	-18%	-17%	-26%
Pol iota inh	3%	32%[activator]	-19%	-19%
BLM inh	-1%	-6%	-9%	2%
POLB inh	8%	1%	-6%	30%
POLH inh	-5%	-1%	-8%	-2%
